Screens (PubChem)
Ecoli WT expand: growth inhibitors of wild-type E. coli, primary screen, strain BW25113, expanded library, OD600 | OD600 absorbance | growth inhibition, % at 100 µM | actives 0.15% (n = 98,000) | AID 710, 2007;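 active means growth inhibition above about 50% at one test dose, limit read from the data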;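 further: growth measured after 20 h incubation at 37 °C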
hDAT+cocaine: changed hDAT dopamine uptake under cocaine IC80, either direction, primary screen, cocaine antagonist project, cell-based, LLC-PK1 hDAT, [14C]-dopamine uptake, MLSMR; Sodium-dependent dopamine transporter (Homo sapiens), Q01959; LLC-PK1 hDAT cells, [14C]-dopamine uptake with cocaine IC80; actives deviate in either direction; B-score at 10 µM; actives 1.3% (n = 110,000); AID 449768, 2010;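 active means Z score or B-score, a plate-position-corrected score, falls beyond the plate's 99.7% confidence bounds, in either direction; inactive means both scores lie inside the 99.7% bounds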;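 further: scored against the spread of the other compound wells on the same plate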
Target sequence (Q01959 whole entry, looked up): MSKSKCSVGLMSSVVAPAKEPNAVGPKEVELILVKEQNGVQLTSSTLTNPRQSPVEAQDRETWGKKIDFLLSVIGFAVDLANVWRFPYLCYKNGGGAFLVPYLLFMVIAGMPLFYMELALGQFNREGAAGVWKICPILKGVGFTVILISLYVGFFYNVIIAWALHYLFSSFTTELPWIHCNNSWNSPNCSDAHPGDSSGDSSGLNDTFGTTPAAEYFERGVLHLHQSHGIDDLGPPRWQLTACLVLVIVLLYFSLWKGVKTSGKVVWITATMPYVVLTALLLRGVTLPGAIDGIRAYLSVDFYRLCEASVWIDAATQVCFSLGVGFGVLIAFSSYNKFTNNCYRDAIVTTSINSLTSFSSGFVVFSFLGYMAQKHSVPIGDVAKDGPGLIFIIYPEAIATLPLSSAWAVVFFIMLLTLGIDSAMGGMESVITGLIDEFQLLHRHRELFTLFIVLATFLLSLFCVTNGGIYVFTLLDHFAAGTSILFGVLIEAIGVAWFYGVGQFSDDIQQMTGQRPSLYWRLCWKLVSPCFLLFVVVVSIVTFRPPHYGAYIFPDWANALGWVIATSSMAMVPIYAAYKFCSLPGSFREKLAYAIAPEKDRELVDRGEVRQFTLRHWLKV
Lung fibro prol: antiproliferative effect on LL 47 fibroblasts – human, LL 47 cells, CellTiter-Glo luminescence, primary screen; LL 47 human lung fibroblast viability, ATP luminescence; active compounds read low; viability, % at 10 µM; actives 1.1% (n = 85,000);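 active means viability at or below 50% in the single dose screen; inactive means viability above 50%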;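 further: compound exposure lasted 72 h before the ATP readout; 100% = median luminescence of untreated cell-only wells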
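Benchmarks: Cell-only wells, no compound | Test system: LL 47 human lung fibroblasts, passage 12 or lower | Input: 1,150 cells/well | Measured by: CellTiter-Glo luminescence measuring cellular ATP | Medium: IMEM, 15% FBS supplement | Schedule: Overnight attachment after seeding, then 72 h compound exposure at 37 °C | Doses: Compound addition at 0.1% DMSO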
H69AR growth 86K: proliferation blockers of H69AR lung cancer cells, primary screen, cell-based, human, 86K library. H69AR lung tumor viability, ATP luminescence, 72 h; active compounds read low. viability, % at 10 µM. actives 6% (n = 85,000);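 active means viability at or below 40%; inactive means viability above 40%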;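 further: multidrug resistant small cell line overexpressing MRP-1 efflux transporter; 100% = mean luminescence of untreated control wells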
S1P2 blocker: human S1P2 receptor antagonists, primary screen, cell-based | Sphingosine 1-phosphate receptor 2 (Homo sapiens), O95136 | cell-based S1P2 antagonist assay, inhibition at 5 uM | actives 0.21% (n = 97,000) | inhibition, % at 5 µM; in the data active means inhibition above about 45%;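 further: CRE beta-lactamase reporter cells expressing human S1P2 stimulated with S1P; 0% = agonist at EC80 alone and 100% = agonist plus reference antagonist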
Target sequence (O95136 whole entry, looked up): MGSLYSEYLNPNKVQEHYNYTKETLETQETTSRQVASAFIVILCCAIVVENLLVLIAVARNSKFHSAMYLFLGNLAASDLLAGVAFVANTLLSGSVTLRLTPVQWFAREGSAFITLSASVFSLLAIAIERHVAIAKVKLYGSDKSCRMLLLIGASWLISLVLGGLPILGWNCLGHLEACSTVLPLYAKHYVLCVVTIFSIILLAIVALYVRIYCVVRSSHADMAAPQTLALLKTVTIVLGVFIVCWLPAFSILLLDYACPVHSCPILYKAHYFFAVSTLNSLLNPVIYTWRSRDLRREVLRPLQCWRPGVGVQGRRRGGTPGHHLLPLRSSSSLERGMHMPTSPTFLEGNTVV
PostGolgi yeast: phenotypic screen on post-Golgi transport, primary screen | AID 739, 2007 | actives 0.9% (n = 98,000) | post-Golgi transport phenotypic cell assay | inhibition, % at 10 µM;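 further: yeast cells grown in 1536-well plates; yeast grown about 18 h at 30C before absorbance read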
HUVEC prolif 384: inhibitors of HUVEC proliferation, primary screen, cell-based, 384-well | CellTiter-Glo luminescence, 72 h; active compounds read low | viability, % at 10 µM (by protocol) | actives 1.1% (n = 86,000);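 active means viability at or below 30%; inactive means viability above 30%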;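 further: 100% = median luminescence of DMSO-only cell control wells on each plate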
PostGolgi ctrl: growth inhibition of yeast control strain, primary screen, counter-screen for post-Golgi transport modulator project; inhibition, % at 10 µM; actives 5% (n = 98,000); efflux-deficient yeast background strain, growth absorbance A615, 16 h
S1P2 ag: S1P2 receptor agonists, primary screen, cell-based | Sphingosine 1-phosphate receptor 2 (Homo sapiens), O95136 | S1P2-expressing cell line, agonist reporter read-out | activation, % at 4.5 µM | actives 0.46% (n = 97,000) | AID 729, 2007; in the data active means activation above about 16%;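 further: 0% = vehicle low control and 100% = maximal reference agonist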
Numbers without * were called inactive; / = no result given. Unless noted, no stated cut-off is given here; in the data, active means inhibition above about 30%; inactive means the rest.

SMILES	Ecoli WT expand	hDAT+cocaine	Lung fibro prol	H69AR growth 86K	S1P2 blocker	PostGolgi yeast	HUVEC prolif 384	PostGolgi ctrl	S1P2 ag
CCn1cc([N+](=O)[O-])c(C(=O)Nc2ccc(Cn3nc(C)cc3C)cc2)n1	1.0	0.361	/	/	19.2	-1.7	/	12.5	-4.6
Cn1c(COc2ccc3ccccc3c2)nnc1SCC(=O)O	3.0	1.78	100.2	102.7	-20.8	-4.8	90.3	14.0	-3.1
CCN(CCC(=O)Nc1cc(OC)cc(OC)c1)Cc1ccccc1	-1.0	0.917	105.9	74.8	-5.3	5.6	85.4	-0.3	-3.7
Cc1ccc(-c2nc3sc4c(c3c(=O)n2N)CCCC4)cc1	5.0	0.0443	95.9	66.9	-28.4	2.5	99.5	23.5	-4.1
COc1ccc(NC(=O)CCC(=O)Nc2nnc(C(F)(F)F)s2)c(OC)c1	-1.0	-0.44	108.4	92.3	11.9	-0.3	103.7	-1.8	-7.2
C=CCn1c(SCC(=O)/C(C#N)=C(\C)N)nc2sc(C)c(C)c2c1=O	-6.0	0.139	34.3*	6.3*	-3.9	7.2	28.0*	17.6	-1.6
Cc1occc1-c1n[nH]c(=S)n1CC(C)C	/	0.242	101.2	88.7	8.4	/	93.2	/	-2.1
N#Cc1nc(Cc2cccc3ccccc23)oc1NCCN1CCOCC1	6.0	1.24	93.9	90.1	-12.5	0.5	91.1	12.1	-0.1
O=C1/C(=C\c2cccnc2)SC(=S)N1C1CCS(=O)(=O)C1 (configuration not stated)	2.0	-1.23	/	/	11.0	6.1	/	8.7	-7.7
Cc1cc(C)n(C(=O)c2cccc(S(=O)(=O)N3CCCC3)c2)n1	0.0	-0.345	97.0	91.4	/	6.3	92.3	2.6	/
O=C(CCS(=O)CCC(=O)NCc1ccccc1)NCc1ccccc1	-2.0	0.592	104.4	91.5	18.4	5.6	107.6	-1.0	-9.6
Cc1cc(NC(=O)C2CCCC2)n(-c2nc3ccccc3[nH]2)n1	-5.0	-0.0261	57.1	52.1	-24.9	-4.6	79.4	24.6	15.9
N/C(Cc1cccs1)=N\OC(=O)COc1ccc(Br)cc1Cl	9.0	-0.236	86.5	75.7	-13.6	-7.4	83.2	18.4	-0.8
O=c1oc2ccccc2n1Cc1ccccc1Cl	/	-1.97	89.6	95.2	/	/	91.1	/	/
CC(=O)N1CC=C2C(C#N)=C(N)C(C#N)(C#N)[C@H](c3ccoc3)[C@H]2C1	3.0	-0.0229	96.7	67.0	-12.9	-6.4	93.8	3.6	-7.6
CCCn1c(SCC(=O)Nc2ccccc2C(=O)OCC)nc2c1c(=O)n(C)c(=O)n2C	/	/	105.2	98.2	12.7	/	98.2	/	-4.6
CC(C)(C)c1ccc(C(=O)CS(=O)(=O)c2ccccc2)cc1	10.0	-0.534	/	/	9.8	4.1	/	14.3	-2.1
O=c1oc2ccccc2c(O)c1/C=N/c1ncccn1	/	0.123	96.6	72.4	/	/	78.5	/	/
CC1CCCN(C(=O)c2ccc3c(=O)n(Cc4ccc5c(c4)OCO5)c(=S)[nH]c3c2)C1 (configuration not stated)	-4.0	0.112	90.8	57.7	-14.7	-1.1	82.3	46.5*	-8.5
CN(c1ccccc1)c1nc2ccsc2c(=O)s1	-1.0	0.151	88.9	91.3	-13.5	0.6	87.8	6.9	0.3
CCCCN(C(=O)CNC(=O)c1ccco1)C(C(=O)NC1CCCC1)c1ccc(OC)cc1 (configuration not stated)	-1.0	-1.05	90.1	101.8	-13.5	-2.6	86.3	4.2	-3.6
CC(Sc1nncn1C)C(=O)Nc1nnc(C(C)C)s1 (configuration not stated)	-4.0	0.53	101.3	97.1	/	-4.6	102.5	2.8	/
O=C(NCc1ccccc1)c1cc(=O)nc2sc(-c3ccccc3)nn12	-2.0	-0.226	89.3	80.6	-0.5	5.0	77.5	13.5	-7.0
CCn1ccc(C(=O)Nc2ccc(S(=O)(=O)Nc3ccccc3OC)cc2)n1	1.0	0.91	92.3	91.2	-32.7	3.8	89.1	1.1	-1.3
CC(C)(C)c1cc(C(=O)Nc2ccccc2)ccn1	/	0.896	93.6	105.2	-3.8	/	117.4	/	-2.3

An excerpt of these results, with values under each structure:
Values in the order – Ecoli WT expand, hDAT+cocaine, Lung fibro prol, H69AR growth 86K, S1P2 blocker, PostGolgi yeast, HUVEC prolif 384, PostGolgi ctrl, S1P2 ag
- N#Cc1nc(Cc2cccc3ccccc23)oc1NCCN1CCOCC1
    6.0, 1.24, 93.9, 90.1, -12.5, 0.5, 91.1, 12.1, -0.1
- O=C1/C(=C\c2cccnc2)SC(=S)N1C1CCS(=O)(=O)C1 (configuration not stated)
    2.0, -1.23, /, /, 11.0, 6.1, /, 8.7, -7.7
- Cc1cc(C)n(C(=O)c2cccc(S(=O)(=O)N3CCCC3)c2)n1
    0.0, -0.345, 97.0, 91.4, /, 6.3, 92.3, 2.6, /
- O=C(CCS(=O)CCC(=O)NCc1ccccc1)NCc1ccccc1
    -2.0, 0.592, 104.4, 91.5, 18.4, 5.6, 107.6, -1.0, -9.6

Continued.
SMILES	Ecoli WT expand	hDAT+cocaine	Lung fibro prol	H69AR growth 86K	S1P2 blocker	PostGolgi yeast	HUVEC prolif 384	PostGolgi ctrl	S1P2 ag
CNc1ncc(C(=O)C(C)(C)C)s1	3.0	-0.69	92.8	95.2	-37.3	2.0	94.2	-0.3	1.7
CCOC(=O)C1C(c2ccccc2)C(C(=O)OCC)C1c1ccccc1 (configuration not stated)	/	/	92.1	94.4	-3.7	/	92.7	/	-1.5
Cc1ccccc1CSc1nnc(C)c(=O)[nH]1	-12.0	-0.00951	93.4	74.9	18.0	0.7	94.0	-2.8	-3.9
COCCNC(=O)c1ccccc1-c1nc(-c2ccccc2Cl)no1	2.0	0.545	100.8	55.8	-6.2	3.9	99.6	-11.8	-4.7
CN(C(=O)C1CCOC1)c1nnc(-c2cccnc2)s1 (configuration not stated)	-9.0	-0.516	95.6	76.8	-22.2	0.3	99.1	-5.1	-5.1
O=C(COc1ccc(Cl)cc1)N1CCN(c2ccc([N+](=O)[O-])c(N3CCCCC3)c2)CC1	-25.0	-0.213	/	/	4.3	-6.7	/	13.5	-6.9
CC(=O)OCC(OC(C)=O)C(OC(C)=O)C(OC(C)=O)C(=O)Nc1ccccc1C (configuration not stated)	-3.0	0.14	90.9	85.4	4.6	3.9	95.0	-8.4	-5.1
COc1cc(/C=N/NC(=O)c2nc(C)cc(C)n2)ccc1O	-8.0	1.5	94.9	84.3	-10.1	-6.3	96.0	23.9	-4.1
O=C(CSc1nnc(Cc2ccccc2)n1C1CCCCC1)N1CCOCC1	12.0	0.679	/	/	-8.4	-2.2	/	18.9	-3.9
Cc1cc2cc(CN(Cc3ccc4c(c3)OCO4)Cc3nnnn3C3CCCC3)c(=O)[nH]c2cc1C	-2.0	-1.36	96.0	67.5	14.7	3.3	65.6	4.5	-1.3
COc1ccc(-n2c(Cc3cccn3C)nnc2SCC(=O)Nc2cc(C)cc(C)c2)cc1	-14.0	-1.92	95.0	85.3	/	-12.4	95.6	-0.5	/
COc1ccc(NC(=O)CN2CCOCC2)cc1	3.0	-0.288	/	/	4.5	12.3	/	3.0	-6.3
CSc1n[nH]c(NCc2cccs2)n1	7.0	-0.975	105.6	100.3	-16.6	4.1	106.8	4.0	-4.9
NC(=O)CCn1nc(-c2ccc(Cl)cc2)c2ccccc2c1=O	-5.0	-0.307	95.5	76.5	-3.6	2.0	70.8	11.8	-5.3
CCCCc1cc2c(c(NC(C)=O)n1)c(=O)oc1ccccc12	4.0	-0.442	93.4	83.6	-11.3	-4.2	88.6	2.7	-1.4
CCN(CC)c1ccc(C=Nc2ccc(N(C)C)cc2)c(O)c1	-11.0	0.609	114.8	51.2	4.0	8.4	96.3	-3.7	-0.1
CC(=O)c1ccc(N2CCN(C(=O)c3ccco3)CC2)c(F)c1	6.0	2.29	100.1	107.1	-3.1	-18.3	93.2	5.3	2.1
Cc1ccc(-c2n[nH]c(=O)c3ccccc23)cc1N	7.0	0.346	96.0	84.3	18.2	4.6	95.6	3.2	-3.5
Cc1cc(C=O)c(C)n1-c1cc(C(F)(F)F)ccc1N1CCOCC1	6.0	0.612	105.5	82.1	-26.4	9.2	97.6	21.1	-5.4
Cc1cc(C)n(-c2ccc(C(=O)Nc3sccc3C(N)=O)cc2)n1	-18.0	1.3	104.0	60.8	-10.8	1.9	106.5	18.6	-4.9
CCOc1cccc2sc(NC(=O)c3ccc(Br)s3)nc12	-4.0	-1.03	96.6	29.8*	11.1	-3.5	86.1	9.4	-1.2
COc1cc(C(=O)OC(C)C(=O)Nc2ccc3c(c2)OCO3)ccc1OCc1c(C)noc1C (configuration not stated)	0.0	0.141	94.3	78.8	-4.3	2.7	95.7	8.3	-4.9
COCC(=O)Nc1ccc(Nc2ccccc2)cc1	1.0	0.328	98.6	83.3	-11.9	-6.0	86.3	-4.2	-5.5
CCN(CC)CC(C)(C)NS(=O)(=O)c1ccc(Cl)cc1	6.0	-0.0325	105.4	89.3	14.7	-2.8	97.9	6.0	-5.5
Cc1nnc(SC(C)C(=O)NCC2CCCO2)n1-c1ccccc1 (configuration not stated)	3.0	-0.336	105.6	88.4	-5.8	-1.3	97.9	1.4	-3.4

Other records.
SMILES	Ecoli WT expand	hDAT+cocaine	Lung fibro prol	H69AR growth 86K	S1P2 blocker	PostGolgi yeast	HUVEC prolif 384	PostGolgi ctrl	S1P2 ag
COC(=O)c1ccc(CSc2nnc(NC(C)C)s2)cc1	-1.0	0.623	95.9	98.2	11.1	36.2*	96.9	-4.0	-5.2
CSC(=NC#N)N1CCN(c2cccc(Cl)c2)CC1	8.0	1.67	/	/	6.5	-0.2	/	8.1	-2.7
CCOc1ccc(OCc2ccc(C(=O)NCc3ccncc3)o2)cc1	3.0	-0.0168	90.3	82.0	2.4	-2.9	92.6	29.4	-3.0
NC(N)=Nc1nc(CCN2C(=O)c3ccccc3C2=O)cs1	20.0	0.65	/	/	5.7	5.2	/	5.8	-6.0
O=C(CCN1C(=O)C2CC=C(Cl)CC2C1=O)N1CCCCC1 (configuration not stated)	6.0	-0.25	117.3	90.5	5.6	-6.0	102.8	9.5	-10.3
Cc1c(C)n(C(=O)CN2CCC(C(N)=O)CC2)c2ccccc12	3.0	0.00312	91.0	89.0	-14.2	-4.0	87.3	23.6	-2.4
O=C(CSc1nnc2ccccn12)NCCN1C(=O)CSC1=O	5.0	0.079	102.0	94.8	11.9	0.8	108.8	13.2	-10.8
O=C(O)Cc1ccc(C(=O)c2ccc(Cl)cc2)s1	-1.0	-0.373	95.1	98.0	-11.3	-1.0	96.5	-3.5	-8.5
CCN(CC)S(=O)(=O)c1ccc(Nc2ccc(-c3ccc4c(c3)OCCO4)nn2)cc1	-8.0	-0.415	105.5	72.7	14.6	10.6	71.3	6.0	-1.6
Cc1cc(C)nc(N2CCN(CC(=O)NCc3ccccc3)CC2)n1	0.0	-0.382	107.8	97.0	-0.5	-2.4	110.3	13.0	-2.9
CC(C)NCC(O)COCc1ccc(Cl)cc1 (configuration not stated)	-1.0	1.13	98.0	93.9	23.9	2.1	103.3	10.2	-3.8
CCN1CCN(C(c2ccccc2F)c2nnnn2Cc2ccc3c(c2)OCO3)CC1 (configuration not stated)	-6.0	-1.2	100.8	82.1	17.8	-2.1	91.5	8.5	-1.6
Cc1ccc(C(O)(c2ccccc2)c2ccccc2C(C)N(C)C)c(C)c1 (configuration not stated)	5.0	-1.48	/	/	9.6	1.2	/	15.2	-9.0
